# PI4K2A inh: inhibitors of human PI4K2A; activity change, negative = inhibition, % at 76.9 µM; 420,000 tested, 0.13% active; purified PI4K2A, ADP-Glo luminescence, 1 h; active compounds read low; in the data active means activity change below about -50%; inconclusive means mostly about -30% to -49%;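 further: -100% = wells without enzyme as full effect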
#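 ADP-Glo luminescence measured ADP generated by PI4K2A enzyme (4 ug/mL before mixing) with 1.2 mM PI substrate (pre-mix) and 300 microM ATP (pre-mix). Tris pH7.5 buffer with MgCl2, Triton X-100; 1 h reaction at ambient temperature.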
# Tb PGK inh: blocks T. brucei phosphoglycerate kinase. AID 602233. 380,000 tested, 0.043% active. Potency, µM (titrated, usually from 57.5 µM), for inactives: top-dose activity change, negative = inhibition, usual class: inhibitors. P07378. PGK/GAPDH coupled, Kinase-Glo luminescence, 60 min; further: potency means the concentration at half of the fitted maximal effect; on the % scale 0 is the no-effect control and ±100 the full control effect; nearly all actives have a fitted effect of over 60% in size
#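 Recombinant glycosomal PGK reaction used 1,3-bisphosphoglycerate generated in-well by GAPDH (100nM final) in 100mM TEA pH 7.6, 5mM MgCl2, 0.01% Tween-20. After 60 minutes at room temperature, ATP was read by Kinase-Glo Plus luminescence end-point.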
# TrxR1 substrate: substrates of rat thioredoxin reductase 1; O89049; purified TrxR1 substrate turnover, NADPH consumption readout; Potency, µM (doses to about 114 µM), for the others: at the top dose activity change, negative = substrate turnover; 390,000 tested, 0.01% active; further: potency means the concentration at half of the fitted maximal effect; on the % scale 0 is the no-effect control and ±100 the full control effect; nearly all actives have a fitted effect of over 50% in size
#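 Rat TrxR1, dispensed at 90 nM, was prereduced with 400 uM NADPH (final) for 5 min at ~22 deg C, then incubated with compound 15 min before 400 uM selenite. A first-read NADPH fluorescence drop versus no-compound background flagged substrates.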
# HP1b binding inh: HP1-beta chromodomain-methylated histone interaction inhibition; Potency, µM (series often up to 114 µM), for the others: top-dose activity change, negative = inhibition, usual class: inhibitors; 390,000 tested, 0.56% active; AlphaScreen HP1-beta / biotin-H3K9me3 peptide binding; AID 540317; further: potency means the concentration at half of the fitted maximal effect; nearly all actives have a fitted effect of over 70% in size; inactives centre near 23
# Target sequence (P83916 whole entry, looked up): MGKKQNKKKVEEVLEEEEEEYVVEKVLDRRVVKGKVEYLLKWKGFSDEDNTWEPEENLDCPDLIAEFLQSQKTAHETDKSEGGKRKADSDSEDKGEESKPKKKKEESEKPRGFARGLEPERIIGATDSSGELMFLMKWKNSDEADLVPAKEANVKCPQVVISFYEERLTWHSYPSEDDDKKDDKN
#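 HP1-beta protein (50 nM final) preincubated 30 min at room temperature with biotinylated H3(1-18)K9me3 peptide (50 nM) in PBS pH 7.4, 0.01% Tween-20, then compound added for 30 min. AlphaScreen streptavidin donor/nickel chelate acceptor beads (10 ug/mL final), 30 min dark, luminescence read.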
# rTrxR1 inhibitor: blocks rat thioredoxin reductase 1. O89049. AID 588453. Potency, µM (top dose mostly 114 µM), for the others: at the top dose activity change, negative = inhibition, usual class: inhibitors. recombinant rTrxR1, NADPH fluorescence consumption, selenite substrate. 390,000 tested, 1% active; further: potency means the concentration at half of the fitted maximal effect; on the % scale 0 is the no-effect control and ±100 the full control effect; nearly all actives have a fitted effect of over 65% in size
#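 Rat TrxR1 (90 nM in the dispensed reagent) was pre-reduced with 400 uM NADPH for 5 min at room temperature, then incubated with compound for 15 min. After 400 uM selenite was added, NADPH fluorescence (Ex 340/Em 450 nm) was followed for 8 min.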
# Pin1 inh: inhibitors of human Pin1; Pin1 FP peptide displacement, HiFluor488, 10 min; 390,000 tested, 0.009% active; Potency, µM (highest dose often 115 µM), for the others: at the highest dose activity, negative = inhibition, hits mostly inhibitors; AID 504891; active means well fitted inhibition curve with a large enough effect in the polarisation, with a control signal flat, not every such curve was filed as active; inconclusive means small, poorly fitted or top-dose-only effect, or effect the other way, or a change in a side signal; inactive means no such curve, though single readings can be large or run the other way; the % refers to the polarisation; further: potency means the concentration at half of the fitted maximal effect; on the % scale 0 is the no-effect control and ±100 the full control effect
# mIDH1 inhibitor: blocks human mutant IDH1 R132H enzyme; O75874; IDH1-R132H enzyme, NADPH consumption, diaphorase/resazurin fluorescence; Potency, µM (titrated, usually from 76.6 µM), inactives show at the highest dose activity change, negative = inhibition, hits mostly inhibitors; 390,000 tested, 0.093% active; further: potency means the concentration at half of the fitted maximal effect; on the % scale 0 is the no-effect control and ±100 the full control effect; nearly all actives have a fitted effect of over 65% in size
#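 IDH1-R132H (0.5 ug/mL) preincubated 30 min with compound, then NADPH (0.016 mM) and alpha-KG (2 mM) added; 80 min at RT, pH 7.5. Remaining NADPH coupled via diaphorase/resazurin to fluorescence (540/590 nm); concentration-response curves normalized to no-enzyme control.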
# GLS inhibitor: blocks human kidney-isoform glutaminase activity | 410,000 tested, 0.21% active | Potency, µM (series often up to 45.5 µM), inactives show top-dose activity change, negative = inhibition, usual class: inhibitors | GLS enzymatic activity, qHTS titration; further: potency means the concentration at half of the fitted maximal effect; on the % scale 0 is the no-effect control and ±100 the full control effect
#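 Glutamate formation by hKGA was monitored fluorometrically using coupled glutamate oxidase, HRP and Amplex Red. Substrate was added as 1 mM L-glutamine solution; incubation was 30 min at RT after an initial read.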
# USP1-UAF1 inh: USP1/UAF1 (human) deubiquitinase inhibition; Potency, µM (top dose mostly 57.1 µM), inactives show top-dose activity change, negative = inhibition, hits mostly inhibitors; 390,000 tested, 0.23% active; O94782; AID 743255; recombinant USP1/UAF1, Ub-Rhodamine cleavage fluorescence; further: potency means the concentration at half of the fitted maximal effect; on the % scale 0 is the no-effect control and ±100 the full control effect; nearly all actives have a fitted effect of over 60% in size; inactives centre near -12
# Target sequence (O94782 whole entry, looked up): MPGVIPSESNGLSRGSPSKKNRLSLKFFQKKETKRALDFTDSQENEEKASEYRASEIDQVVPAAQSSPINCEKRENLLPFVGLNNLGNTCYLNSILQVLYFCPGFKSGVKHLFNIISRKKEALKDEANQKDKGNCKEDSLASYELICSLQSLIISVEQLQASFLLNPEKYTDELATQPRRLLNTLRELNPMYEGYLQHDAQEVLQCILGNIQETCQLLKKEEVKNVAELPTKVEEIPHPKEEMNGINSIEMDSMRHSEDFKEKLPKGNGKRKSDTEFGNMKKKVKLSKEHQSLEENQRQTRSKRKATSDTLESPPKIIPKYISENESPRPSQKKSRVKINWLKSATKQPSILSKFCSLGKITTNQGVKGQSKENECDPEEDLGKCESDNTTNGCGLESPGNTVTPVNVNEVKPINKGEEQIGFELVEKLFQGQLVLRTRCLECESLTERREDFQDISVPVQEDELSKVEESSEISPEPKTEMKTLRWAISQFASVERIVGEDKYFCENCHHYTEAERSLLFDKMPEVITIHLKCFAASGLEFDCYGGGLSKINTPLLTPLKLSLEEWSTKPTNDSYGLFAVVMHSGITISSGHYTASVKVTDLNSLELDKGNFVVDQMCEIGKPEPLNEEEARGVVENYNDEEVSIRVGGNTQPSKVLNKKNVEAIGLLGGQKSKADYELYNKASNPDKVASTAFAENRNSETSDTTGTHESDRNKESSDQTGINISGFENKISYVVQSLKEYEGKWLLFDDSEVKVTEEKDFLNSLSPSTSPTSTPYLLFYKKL
#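 USP1/UAF1 complex (1 nM) preincubated 15 min at room temperature with compound, then Ub-Rho substrate (150 nM final) added. Kinetic fluorescence at 480/540 nm over 6 reads at 60 s intervals; 50 mM HEPES pH 7.8, 0.5 mM EDTA, 0.1 mg/ml BSA, 1 mM TCEP, 0.01% Tween-20.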
# * marks the source's active call; other numbers are inactive results; i = inactive; u = inconclusive; x = not tested or not shown; [ ] = remark or other dose. Unless noted, the call rests on the fitted dose curve; in most records, active means well fitted curve in the direction sought with a large enough effect; inconclusive means small, poorly fitted or top-dose-only effect, or another doubt; inactive means no such curve, though single readings can be large; an effect the other way counts as inactive or inconclusive.
SMILES,PI4K2A inh,Tb PGK inh,TrxR1 substrate,HP1b binding inh,rTrxR1 inhibitor,Pin1 inh,mIDH1 inhibitor,GLS inhibitor,USP1-UAF1 inh
CCc1ccc(NC(=O)c2ccc(CNS(=O)(=O)c3ccc4c(c3)C(C)(C)C(=O)N4C)cc2)cc1,-2.1,-3.5%,-0.9%,-2.7%,7.4%,-3.5%,-11.4%,6.8%,-2.2%
Cc1ccc(S(=O)(=O)c2nc(-c3ccc(F)cc3)oc2SCC(=O)NCC2CCCO2)cc1 (stereo unspecified),-0.1,-2.6%,-8.4%,23.5%,-7.4%,-2.6%,-3.1%,-6.7%,-22.1%
Cc1cc(C(=O)O)c(CSCc2cc(C(=O)O)oc2C)o1,-0.3,x,8.5%,2.2%,-11.0%,-13.4%,-1.5%,-3.7%,-13.5%
c1csc(CNc2nc(-c3cccs3)nc3ccccc23)c1,-20.9,4.6%,8.7%[57.1 µM],35.1%,21.5%[57.1 µM],2.0%,0.0%,-1.9%,-18.5%
COc1ccc(CC(=O)Nc2sccc2C#N)cc1S(=O)(=O)N1CCOCC1,1.2,-10.1%,-4.9%,25.3%,-11.2%,2.2%,4.9%,-13.0%,-21.0%
COc1cc2c(cc1OC)CN(c1nc(CN3CCCCC3)nc3sc4c(c13)CCCC4)CC2,0.0,2.7%,0.6%,0.1%,2.9%,11.3%,4.6%,-5.3%,-20.0%
COc1cc([N+](=O)[O-])ccc1Nc1nc(C)cc(C)n1,3.0,i,-7.1%[57.1 µM],24.0%,19.8%[57.1 µM],-3.6%,7.5%,-8.7%,-17.6%
CCOC(=O)COc1ccc(S(=O)(=O)N2CCN(c3ccc(F)cc3)CC2)cc1,-0.7,29.5%,6.6%[57.1 µM],23.0%,17.2%[57.1 µM],18.0%,2.5%,-6.6%,-20.2%
CC1CCN(CCCNC(=O)c2ccc(CS(=O)(=O)Cc3ccc(Cl)cc3)o2)CC1,-1.6,2.3%,-3.4%,11.4%,7.9%,6.3%,5.1%,8.0%,1.4%
CN(C)C(=S)SCC(=O)Nc1cccc(C(F)(F)F)c1,-9.8,-2.0%,3.1%,35.5%,9.5%,-0.3%,7.5%,5.1%,-19.6%
O=C(c1ccccc1Cl)N1CCCC(c2nc3c(nnn3Cc3ccc(F)cc3F)c(=O)[nH]2)C1 (stereo unspecified),-0.4,-5.9%,-0.1%,17.3%,3.1%,42.3%[activator],-6.2%,8.2%,-12.6%
CCc1nc2ccccc2c(C(=O)OCC(=O)NCCCN2CCCC2=O)c1C,-0.8,1.2%,7.2%,49.0%[activator],19.4%,-10.1%,-4.4%,-12.0%,-19.7%
Cc1ccc(CSc2nc3c(c(=O)[nH]2)C(c2ccncc2)C2=C(CCCC2=O)N3)cc1 (stereo unspecified),-2.0,-9.2%,54.9%[activator],22.2%,12.3%,4.9%,2.1%,22.3%,-10.7%
Cc1cc(C)c(S(=O)(=O)c2ccccc2)c(OC(=O)c2ccc(Cl)cc2Cl)n1,1.7,-3.1%,-5.7%,102.6%[activator],-4.6%,1.0%,2.1%,45.5%[activator],-16.6%
Cc1nc(-c2ccccc2)sc1C(=O)/C=C/N(C)C,-1.5,-0.9%,-10.2%,12.9%,u,8.8%,0.2%,u,-15.5%
O=C(NCC(c1ccc(F)cc1)N1CCOCC1)c1ccc(OCc2ccccc2)cc1 (stereo unspecified),2.7,-7.3%,-1.1%,18.3%,-6.0%,1.5%,5.2%,-8.3%,-19.5%
Cc1cccc(N(CC(=O)N2CCN(C)CC2)S(=O)(=O)c2ccccc2)c1,0.5,-1.6%,-0.7%,-17.1%,14.0%,-0.1%,0.0%,-0.1%,-5.6%
Cc1cccc(C(=O)N2c3ccccc3C(=O)OC2c2ccc3c(c2)OCO3)c1 (stereo unspecified),-2.7,3.9%,2.6%,30.5%,7.4%,0.7%,5.7%,7.6%,-18.8%
COc1ccc(CNC(=O)Cn2c(=O)oc3ccccc32)cc1OC,-0.1,-2.2%,-0.4%,30.3%,3.2%,18.2%,8.4%,-7.5%,-15.2%
CCCCC(CCC(=O)Nc1ccn(-c2ccccc2)n1)C(=O)O (stereo unspecified),-1.0,-3.3%,3.0%,53.6%[activator],28.1%,-5.0%,2.2%,-0.6%,-5.2%
COc1ccc(C2NC(c3ccc(OC)cc3)C(C)C(=O)C2C)cc1 (stereo unspecified),-0.9,11.2%,-9.8%,25.1%,-17.2%,8.0%,-3.9%,5.5%,u
C/C(CC(=O)Nc1ccccn1)=N\NC(=O)c1cnccn1,-2.4,-2.4%,-6.6%,30.3%[activator],-5.1%,-1.7%,15.0%,10.2%,-22.9%
COc1cc(Br)c(-c2sc(Nc3ccccc3)n[n+]2-c2ccc(F)cc2)cc1OC,-0.6,9.9%,7.5%[57.1 µM],-5.4%,-0.2%[57.1 µM],u,-10.8%,3.4%,-21.2%
CCOc1ccc(NC(=S)NC(=O)C2CCCC2)cc1,1.3,-8.1%,0.6%,65.2%[activator],u,-2.6%,-2.7%,-5.6%,-25.9%
COc1cccc(/C=N/c2nc3ccccc3[nH]2)c1O,-5.2,-8.7%,5.0%,25.8%,43.2%,-3.1%,-9.7%,16.4%,-0.4%
COc1cccc(C2N(c3ccc(Cl)cc3)C(=O)C3CCCN32)c1 (stereo unspecified),-3.7,-0.9%,8.6%[57.1 µM],55.2%[activator],16.2%[57.1 µM],-2.7%,-18.5%,-1.7%,-11.9%
Cc1ccc(C(=O)NCCC2=CCCCC2)cc1S(=O)(=O)N1CCOCC1,-0.5,0.2%,-3.8%,14.8%,0.5%,-0.4%,2.6%,-3.6%,-9.1%
O=C(NCc1ccccn1)c1cccc(NS(=O)(=O)c2ccccc2)c1,-4.7,i,-3.2%,16.6%,-1.5%,6.3%,-0.4%,1.3%,-9.6%
O=C(Nc1ccccc1)Nc1ccccc1C(=O)NCc1ccco1,-0.6,-2.3%,9.3%,-4.2%,7.4%,1.0%,-0.5%,4.7%,-21.8%
COC(=O)COc1cccc(NC(=O)C(c2ccccc2)c2ccccc2)c1,0.7,-7.3%,-1.7%,32.8%,21.6%,2.4%,-8.5%,-13.2%,-24.7%
CCCCN(CC)c1ncnc2c1sc1nc(N3CCOCC3)c3c(c12)CCCC3,-25.4,-6.8%,-1.9%,10.8%,9.7%,7.3%,-15.2%,-4.3%,u
C(=N\Nc1nc2ccccc2[nH]1)/c1ccc2c(c1)OCO2,-0.5,i,-2.6%,14.4%,-6.7%,6.1%,2.0%,45.5%[activator],-15.8%
CC1(C)O[C@@H](CC(=O)O)[C@]23CO[C@H](C(=O)[C@]4(C)C2CC[C@@]2(C)[C@H](c5ccoc5)OC(=O)C5O[C@]524)[C@@H]13 (stereo partly specified),4.6,-3.6%,0.4%,59.3%[activator],-1.8%,x,6.4%,2.1%,u
Cc1csc(SCC(=O)c2ccc(S(=O)(=O)N3CCOCC3)cc2)n1,2.3,-2.3%,-7.2%,-10.3%,u,u,-0.3%,12.1%,-4.1%
Cn1c(=O)c2c(nc(N/N=C/c3cccs3)n2C)n(C)c1=O,4.9,i,-15.0%,40.1%[activator],-1.7%,-2.1%,10.5%,-6.6%,-9.3%
CCn1c2ccccc2c2cc(NC(=O)CN(C)CC(=O)Nc3ccc(N4CCOCC4)cc3)ccc21,6.1,i,0.6%,-16.9%,21.1%,9.2%,13.3%,13.1%,-21.9%
O=C(O)CCC(=O)NC1CCCCCCC1,0.7,8.4%,14.7%,40.4%[activator],35.6%,-2.3%,3.3%,-4.0%,-7.5%
Cc1cccc(Cn2c(COc3ccc(Cl)cc3)nc3ccccc32)c1,6.6,x,0.9%,21.1%,18.0%,u,x,-0.8%,-18.9%
CCOCC(=O)Nc1cc(C(=O)Nc2ccccc2)ccc1Cl,-1.8,-9.6%,2.9%,25.9%,3.0%,1.1%,0.5%,-17.1%,-1.4%
Cc1cc(-c2n[nH]c(=S)n2/N=C/C(Br)=C/c2ccccc2)n[nH]1,-16.0,-10.9%,-0.5%,-24.6%,u,-0.7%,-6.7%,-7.2%,-17.7%
F[B-](F)(F)COCc1ccccc1Br,1.6,-8.8%,-1.5%,4.2%,16.3%,-0.1%,0.0%,-0.7%,-7.8%
CCOC(=O)Cc1nnc(NC(=O)CSc2ccccc2)s1,-8.7,-0.3%,8.5%[57.1 µM],32.5%,14.2%[57.1 µM],4.4%,-0.8%,4.1%,1.3%
O=C(COc1ccc(Cl)cc1Cl)N/N=C/c1ccc[nH]1,1.2,-5.0%,-11.2%,-4.0%,0.6%,-0.4%,-5.6%,3.0%,-18.8%
O=C(CCNS(=O)(=O)c1ccccc1Cl)N1CCN(c2ccccn2)CC1,-5.2,i,0.1%,38.4%,1.2%,-2.0%,0.5%,-1.4%,-12.2%
CN1C(=S)SC(/[N+]([O-])=C\c2ccccc2)C1(C)C (stereo unspecified),-5.9,10.4%,0.6%,32.3%,3.6%,-6.0%,-1.3%,16.1%,-11.2%
CCOC(=O)CSc1nnc(CNC(=O)c2ccc(OC)cc2)n1Cc1ccccc1,4.2,0.1%,5.2%,63.0%[activator],14.9%,2.2%,6.5%,4.6%,-20.1%

# Compound activity from PubChem.

# The list is partial; count on the stated rates, not on these rows.
